Screening results: PubChem, National Center for Advancing Translational Sciences (NCATS)
POLK inh: blocks human DNA polymerase kappa activity; purified Pol kappa, fluorescent DNA synthesis assay, 10 min; Potency, µM (series often up to 107 µM), without a hit: at the highest dose activity, negative = inhibition, most hits filed as inhibitors; 0.53% of 400,000 active; AID 588579; also: % is scaled to controls: 0 for no effect and ±100 for the full control effect
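First, compounds were pin-transferred onto 10 nM Pol kappa. After 15 min at room temperature, substrate was added to 50 nM final. Fluorescence was then measured kinetically at 0 and 10 min.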
Pol iota inh: inhibitors of human DNA polymerase iota | Q9UNA4 | Pol iota fluorescent replication assay, 10 min | Potency, µM (highest dose often 115 µM), for inactives: at the highest dose activity, negative = inhibition, usual class: inhibitors | 1% of 390,000 active
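Pol iota at 10 nM preincubated 15 min with compounds at room temperature; reaction started with fluorescent substrate, 50 nM final. Fluorescence read kinetically at 0 and 10 min; buffer-only wells as negative control.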
Pol beta inh: inhibitors of human DNA polymerase beta; Pol beta primer extension/strand displacement, fluorescence kinetic; 1.3% of 340,000 active; P06746; Potency, µM (top dose mostly 114 µM), inactives show at the highest dose activity change, negative = inhibition, actives largely listed as inhibitors; AID 485314; also: % is scaled to controls: 0 for no effect and ±100 for the full control effect
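10 nM enzyme + cpd, 15 min RT; start with substrate 50 nM final; read 0 min and after 10 min RT. Corrected, normalized data; 4-parameter Hill curve fit.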
G9a block: G9a (human) methyltransferase inhibition; Q96KQ7; G9a H3K9 monomethylation, AlphaScreen, 2 h; Potency, µM (top dose mostly 102 µM), for the others: at the top dose activity, negative = inhibition, usual class: inhibitors; 8.8% of 350,000 active; AID 504332; also: % is scaled to controls: 0 for no effect and ±100 for the full control effect; nearly all actives have a fitted effect of over 75% in size
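AlphaScreen detection with an anti-monomethyl H3K9 antibody quantified product after a 2 h room-temperature reaction containing 500 nM biotinylated H3K9 peptide, 20 µM SAM and 20 nM enzyme, which had been preincubated 15 min with compound.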
JMJD2A Tudor inh: inhibitors of human JMJD2A Tudor domain; O75164; AlphaScreen JMJD2A-Tudor / H3K4me3 peptide binding; Potency, µM (titrated, usually from 114 µM), without a hit: top-dose activity change, negative = inhibition, hits mostly inhibitors; 4.4% of 390,000 active; also: % is scaled to controls: 0 for no effect and ±100 for the full control effect; nearly all actives have a fitted effect of over 50% in size
Pol eta inh: DNA polymerase eta (human) inhibition. recombinant Pol eta, fluorescent DNA replication assay. 1.2% of 390,000 active. Potency, µM (titrated, usually from 114 µM), inactives show top-dose activity change, negative = inhibition, most hits filed as inhibitors. AID 588591. Q9Y253; also: % is scaled to controls: 0 for no effect and ±100 for the full control effect
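Pol eta (10 nM) was preincubated with compounds for 15 min at room temperature, after which fluorescent replication substrate (50 nM final) was added to start the reaction. Fluorescence was read kinetically at 0 and 10 min.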
BLM inh: blocks DNA unwinding by human BLM helicase; recombinant BLM DNA unwinding, fluorescence dequenching; Potency, µM (highest dose often 56.1 µM), without a hit: at the top dose activity change, negative = inhibition, most hits filed as inhibitors; 0.2% of 350,000 active; AID 2528;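 also: plate controls were vehicle for no effect and no enzyme for full effect; nearly all actives have a fitted effect of over 35% in size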
APE1 inh: blocks human APE1 abasic DNA cleavage. AID 2517. 0.35% of 350,000 active. Potency, µM (series often up to 65.8 µM), without a hit: at the top dose activity change, negative = inhibition, usual class: inhibitors. recombinant APE1, TAMRA/BHQ-2 abasic DNA cleavage fluorescence;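 also: plate controls were vehicle for no effect and reference inhibitor for full effect; nearly all actives have a fitted effect of over 55% in size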
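Readout is kinetic fluorescence (ex 525, em 598 nm) from cleavage of 50 nM TAMRA/BHQ-2 THF abasic duplex by 0.75 nM APE1, compound added 15 min beforehand at RT.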
BAZ2B block: inhibitors of human BAZ2B bromodomain | Q9UIF8 | AlphaScreen BAZ2B-H3K14Ac peptide displacement | Potency, µM (top dose mostly 114 µM), inactives show top-dose activity change, negative = inhibition, usual class: inhibitors | 4.4% of 360,000 active | AID 504333; also: % is scaled to controls: 0 for no effect and ±100 for the full control effect; nearly all actives have a fitted effect of over 60% in size
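Multi-concentration screen (max 110 uM) measuring displacement of acetylated histone H3 peptide from BAZ2B by AlphaScreen, using 50 nM protein, 50 nM peptide and 10 ug/mL streptavidin donor plus Ni-chelate acceptor beads.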
An asterisk follows results filed as active; u = inconclusive; x = no result given; & = joins results of further samples; [ ] = remark or other dose. Calls follow the shape of the dose curve; as a rule, active = well fitted curve in the direction sought with a large enough effect; inconclusive = small, poorly fitted or top-dose-only effect, or another doubt; inactive = no such curve, though single readings can be large; an effect the other way counts as inactive or inconclusive. Potency is read from the fitted curve at half-maximal effect. A portion of the library, so the mix of outcomes need not match the whole.

SMILES	POLK inh	Pol iota inh	Pol beta inh	G9a block	JMJD2A Tudor inh	Pol eta inh	BLM inh	APE1 inh	BAZ2B block
COc1cc(NC(=O)c2cc(C)nc3c2c(C)nn3-c2ccccc2Cl)cc(OC)c1	-18%	29%	-22%	-2%[59 µM]	-22%	u	-12%	x	-24%
Cc1ccc2c(=O)cc(C(=O)Nc3cccc(Cl)c3C)oc2c1C	11%	29%	4%	4%[59 µM]	-10%	-16%	-2%	x	-1%
Cc1cc(N2CCN(C)CC2)nc2ccc(NC(=O)Nc3ccccc3)cc12	-18%	0%	-18%	-39%[59 µM]	-15%	-7%	-9%	x	0%[57.1 µM]
Cc1ccc(CSc2nsc(C)c2C#N)cc1	4%	-3%	-11%	u	234%[activator]	-23%	-7%	45%	202%[activator]
Cn1cc([N+](=O)[O-])c(C(=O)NNC(=O)c2ccc([N+](=O)[O-])cc2)n1	12%	-7%	52%	45µM*	u	-22%	-3%	-3%	-11%
CC1CCCCC1NC(=O)CSC1=Nc2ccccc2C2CC=NN12 (stereo not given)	1%	20%	x	4%[12.7 µM]	-5%	3%	x	7%	-19%
CCOC(=O)c1nnn(CC(=O)N2N=C(c3ccccc3)CC2c2ccccc2)c1C(=O)OCC (stereo not given)	-12%	8%	0%	-48%[59 µM]	-12%	2%	-9%	4%	-2%
Cc1nnc(SCC(=O)N(C)Cc2ccccc2)[nH]c1=O	-8%	-19%	11%	-14%[59 µM]	-36%	2%	1%	u	-25%
Cc1ccc(C(=O)Nc2ccccc2N2CCCCC2)cc1S(=O)(=O)N1CCOCC1	-3%	19%	x	x	-20%	-21%	x	x	x
Cc1cc(C)cc(NC(=O)c2ccc(CSc3nnnn3C)cc2)c1	-17%	1%	5%	5%[59 µM]	-10%	-4%	-5%	-4%	4%
COc1ccc(C2C(C(=O)OC3CCCCC3)=C(C)Nc3nnnn32)c(OC)c1OC (stereo not given)	-11%	13%	4%	u	-23%	-15%	2%	7%	-36%
C=CCNC(=O)CC(=O)N/N=C/c1cccc(C)c1	-7%	50%[activator]	33%	6%[59 µM]	-14%	-11%	-1%	19%	8%
O=C(CCSc1ccc(Cl)c(Cl)c1)NC12CC3CC(CC(C3)C1)C2	-15%	9%	23%	59%[activator][59 µM]	20%	-12%	-8%	-3%	20%
CCc1ccccc1NC(=O)CN1C(=O)c2cccnc2Oc2ccc(Cl)cc21	-20%	-21%	4%	-35%[59 µM]	-24%	-4%	-4%	x	-5%
CS(=O)(=O)N(CC(=O)Nc1ccccc1C(=O)NCCc1ccccc1)c1ccc2c(c1)OCCO2	3%	20%	-4%	8%[2.33 µM]	-24%	-12%	-7%	-8%	-6%
COc1cccc(NC(=O)CCNS(=O)(=O)c2ccc3c(c2)CCCC(=O)N3)c1	-11%[60.1 µM]	-12%	-19%	1%[59 µM]	-6%	-18%	3%	x	-9%
CN(C)c1nc2c(c(N)nn2-c2ccc(Cl)cc2)c(=O)o1	-9%	26%	12%	21%	-8%	-10%	-2%	-3%	3%
O=S(=O)(c1c(F)cccc1F)N(CCc1ccc(F)cc1)C[C@@H](O)COCc1ccccc1	-15%	-1%	x	x	3%	-15%	x	x	x
C=CCn1nc2n(c1=O)-c1ccccc1SC2	7%	-14%	2%	x	4%	-6%	-8%	-5%	4%
COc1cccc2c(Cl)c(CC=C(Cl)Cl)c(C)nc12	-7%	72%[activator]	31%	x	-13%	5%	0%	6%	-9%

5 of the compounds above, with two lines to a compound.
Below each SMILES – POLK inh	Pol iota inh	Pol beta inh	G9a block	JMJD2A Tudor inh	Pol eta inh	BLM inh	APE1 inh	BAZ2B block
Cc1ccc(CSc2nsc(C)c2C#N)cc1
 : 4%	-3%	-11%	u	234%[activator]	-23%	-7%	45%	202%[activator]
Cn1cc([N+](=O)[O-])c(C(=O)NNC(=O)c2ccc([N+](=O)[O-])cc2)n1
 : 12%	-7%	52%	45µM*	u	-22%	-3%	-3%	-11%
CC1CCCCC1NC(=O)CSC1=Nc2ccccc2C2CC=NN12 (stereo not given)
 : 1%	20%	x	4%[12.7 µM]	-5%	3%	x	7%	-19%
CCOC(=O)c1nnn(CC(=O)N2N=C(c3ccccc3)CC2c2ccccc2)c1C(=O)OCC (stereo not given)
 : -12%	8%	0%	-48%[59 µM]	-12%	2%	-9%	4%	-2%
Cc1nnc(SCC(=O)N(C)Cc2ccccc2)[nH]c1=O
 : -8%	-19%	11%	-14%[59 µM]	-36%	2%	1%	u	-25%

New compounds follow
SMILES	POLK inh	Pol iota inh	Pol beta inh	G9a block	JMJD2A Tudor inh	Pol eta inh	BLM inh	APE1 inh	BAZ2B block
O=C(O)CCc1ccc(S(=O)(=O)NCCc2ccccc2)cc1	-7%	-3%	5%	-5%	-17%	6%	-11%	-6%	-1%
COc1cc(OC)cc(C(=O)NCC2CCCO2)c1 (stereo not given)	-8%[60.1 µM]	33%[activator]	26%	-3%[12.7 µM]	-17%	-9%	0%	-2%	8%
CCCN(c1ccc(C(=O)OC)cc1)S(=O)(=O)c1ccccc1	1%	49%[activator]	-13%	5%	16%	-19%	-10%	-12%	89%[activator]
Cc1ccc(NC(=O)Cn2cc(C=O)c3ccccc32)cc1	-1%	20%	40%	x	-10%	-10%	-12%	1%	13%
COc1ccc2c(CCNC(N)=S)c[nH]c2c1	-6%	-1%	-15%	-42%	20µM*	-3%	-1%	12%	89µM*
O=C1CSCN1c1ccc(Cl)c(Cl)c1	-14%	19%	43%	-11%[59 µM]	-7%	-22%	-4%	12%	12%
O=S(=O)(Nc1c(O)ccc2ccccc12)c1cccc2ccccc12	-5%	92%[activator]	x	x	79µM*	-10%	x	x	x
CCc1ccc(NC(=O)CC2C(=O)OCCN2CC)cc1 (stereo not given)	-12%	-16%	35%[activator]	1.8µM*	-16%	-11%	-1%	x	-12%
COc1cc(OC)c(NC(=O)Nc2nnc(N(C)C3CCCCC3)s2)cc1Cl	1%	30%[activator]	7%	u	-5%	-19%	-5%	x	0%
CN1C(=O)[C@H]2[C@@H](/C=C/c3ccccc3)N3C(=O)CN(CC4CC4)C(=O)[C@@]3(C)[C@H]2C1=O	-3%	9%	-1%	x	-11%	-10%	-1%	-10%	3%
COc1ccc(C=O)cc1Cn1c(=O)n(CCC(=O)NCc2ccco2)c(=O)c2sccc21	-17%	28%	6%	u	-13%	-7%	-2%	-3%	-24%
Clc1ccccc1Cn1nnc2c(N3CCOCC3)nc(C3CC3)nc21	-6%	27%	27%	-6%[12.7 µM]	-22%	-18%	3%	-1%	8%
Cc1cc(C)n(C(=O)COc2ccccc2C)n1	-3%	-6%	-23%	0%[59 µM]	14%[57.1 µM]	-12%	2%	4%	18%
NC(=O)C1CCN(C(=O)C2(NC(=O)Nc3cccc(F)c3)CCCCC2)CC1	-3%	38%[activator]	22%	16%	4%	-26%	4%	18%	4%
C=CCCN(C1CCCC1)S(=O)(=O)c1ccccc1Br	u	16%	-2%	38%[12.7 µM]	141%&90%[activator]	-10%	-10%&2%	-3%&4%	134%[activator]
CC(C)N(CCc1ccncc1)C(=S)Nc1cccc(Cl)c1	9%	22%	0%	-32%	-13%	-22%	-6%	2%	-5%
COc1ccc(C(=O)N2CCC[C@@]3(CCN(Cc4nccs4)C3)C2)cc1	3%[60.1 µM]	x	x	-7%[12.7 µM]	x	x	2%	4%	x
COC(=O)COc1ccc(S(=O)(=O)Nc2ccc(NC(C)=O)cc2)cc1	-8%[60.1 µM]	37%[activator]	21%	u	-27%	-9%	-1%	15%	2%
CCc1ncc(C)[nH]1	21%	11%	29%	-1%[12.7 µM]	-6%	-9%	-4%	6%	-2%
COc1ccc2c(c1)C(=O)N(c1ccccc1OC)C(=O)C2	-4%	28%	2%	u	-7%	-16%	-3%	8%	4%
O=c1ccccn1CCOc1ccccc1Cl	-9%	5%	6%	21%[59 µM]	-12%	-14%	-4%	1%	8%
Cc1cc(NS(=O)(=O)c2ccc(NC(=O)N[C@H](C(=O)O)C(C)C)cc2)no1	-3%	-5%	27%	3%[59 µM]	-14%	-11%	-3%	12%	-22%
CCc1ccc(NCc2nc(-c3ccccc3)no2)cc1	-8%	6%	u	84%[activator]	9%	-22%	-9%	-7%	11%
CC(C)CNC(=S)NNC(=O)c1ccc(OC(F)F)cc1	-14%	25%	46%	19%[59 µM]	-3%	-15%	-4%	-5%	7%
O=C(NCCCN1CCOCC1)c1cccs1	-8%	8%	7%	13%[59 µM]	-7%	-5%	-11%	-9%	4%
C=Cc1ccc(CN2C(=O)c3ccccc3Sc3ccc(C(=O)OCc4ccco4)cc32)cc1	-13%[60.1 µM]	15%	u	-25%[59 µM]	-17%	-20%	-6%	x	-24%
COCCCN(C(=O)c1cc(C)oc1C)c1c(N)n(CC(C)C)c(=O)[nH]c1=O	2%	-18%	x	-4%[2.33 µM]	u	-9%	x	6%	4%
O=C(Nc1nnc(S(=O)(=O)N2CCN(c3ccc(F)cc3)CC2)s1)c1ccccc1	-3%	u	2%	u	-3%	-7%	-9%	-4%	-8%[57.1 µM]
Cc1ccccc1NC(=O)NCCCN1CCCC1=O	-11%	19%	-3%	x	-8%	-10%	-7%	12%	-2%
CCCn1nnc(NC(=O)c2cccnc2Cl)n1	-14%	7%	1%	21%[59 µM]	-2%	13%	2%	2%	-6%
CCc1ccccc1-n1cnc2cc(C(=O)NC3CCCCCC3)ccc21	-5%[60.1 µM]	28%	0%	-26%[59 µM]	-16%	-21%	-6%	x	-17%
CCNc1nc(NC(N)=S)nc(NC(C)(C)C)n1	-7%	30%[activator]	0%	3.5µM*	-5%	-5%	-4%	0%	1%
C/C(=N/NC(=O)c1cc(-c2ccc(Cl)s2)[nH]n1)c1ccco1	-2%	-3%	3%	2%	-18%	-7%	-4%	3%	-34%
CC(=O)C1C(=O)CC(C)(O)C(C(C)=O)C1c1ccccc1 (stereo not given)	-8%	-1%	0%	-39%	-1%	-13%	0%	-2%	x
COc1ccc(C2NC(C(=O)O)Cc3c2[nH]c2ccccc32)cc1OC (stereo not given)	-16%	u	8%	u	3.2µM*	-3%	-1%	6%	3%
COc1ccc(C2/C(=C(/O)c3ccccc3)C(=O)C(=O)N2C)cc1 (stereo not given)	-5%	5%	-1%	u	u	-7%	0%	-3%	3%
CC(=O)Nc1ccc(S(=O)(=O)Nc2c(C)n(C)n(-c3ccccc3)c2=O)cc1	-8%	39%[activator]	14%	-22%[59 µM]	1%	9%	1%	u	8%
